# Screens: PubChem, The Scripps Research Institute Molecular Screening Center
# GalR3 antagonist: GalR3 antagonists in HEK293 cells, primary screen, cell-based, fluorescence readout | AID 651719, 2012 | 360,000 tested, 0.44% active | inhibition, % at 3 µM | HEK293 GalR3-CNG cAMP membrane potential fluorescence; galR3 body fused to GalR1 C-terminus | Galanin receptor type 3 (Homo sapiens), O60755;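 active means inhibition above the screen-wide average plus 3 SD, cut at about 13% in these data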;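 further: forskolin and galanin both at EC90 stimulate the cells; cAMP rise reported by CNG channel membrane potential dye signal; 0% = forskolin plus galanin with DMSO and 100% = forskolin alone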
# Target sequence (O60755 1-299 limits assumed): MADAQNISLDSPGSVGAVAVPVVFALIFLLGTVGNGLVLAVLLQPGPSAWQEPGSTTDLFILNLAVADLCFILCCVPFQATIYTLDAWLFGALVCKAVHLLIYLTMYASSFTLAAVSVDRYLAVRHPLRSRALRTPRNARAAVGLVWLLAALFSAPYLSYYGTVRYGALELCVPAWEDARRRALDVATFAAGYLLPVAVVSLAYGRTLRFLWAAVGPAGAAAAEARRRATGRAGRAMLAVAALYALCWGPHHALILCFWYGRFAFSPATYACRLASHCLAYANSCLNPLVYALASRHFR
# An asterisk follows results filed as active. Some of the compounds tested; the hit share may differ from the screen's.
GalR3 antagonist | smiles
-8 | O=C(C[C@@H]1C[C@H]2c3cc(NC(=O)Nc4ccccc4F)ccc3O[C@H]2[C@H](CO)O1)NCC(F)(F)F
-10 | CCc1nc2c(OCC3CCCCC3)cccn2c1N(C)C(=O)c1ccc(C)cc1
-8 | O=C(NCc1ccccc1)C(c1ccc(-c2ccccc2)cc1)n1c(=O)c(-c2ccco2)nc2ccccc21 (stereo unspecified)
-7 | O=C(NCC1CCCCC1)c1csc([C@@H]2C[C@H](O)[C@@H](CO)O2)n1
-4 | CC(C)C[C@H]1CN(CCCC[C@H]2CNC(=O)C(=O)N2CCc2ccccc2)C(=O)C(=O)N1Cc1ccccc1
-6 | COc1cccc(CNC(=O)CCNC(=O)N2CC(=O)Nc3ccccc32)c1
-7 | CC(=O)OC1CCC2(C)C(CCC3C2CC(=O)C2(C)C3CC(C(C(C)=O)C(C)=O)C2C(C)=O)C1 (stereo unspecified)
-5 | Nc1[nH]c(C(=O)c2ccccc2)c(-c2ccc(C(F)(F)F)cc2)c1C(=O)NCc1ccc(Cl)cc1Cl
-1 | CSCc1ccc(C(=O)OCC(=O)NC2CCCC2)o1
-5 | COc1ccc([C@@H]2C[C@H]3[C@@H](CN2S(=O)(=O)c2ccccc2)C(=O)C[C@@H](c2ccccc2F)N3S(=O)(=O)c2ccc(C)cc2)cc1
-7 | CCOC(=O)C1(C#N)C(=O)CSC1=Nc1ccccc1Cl (stereo unspecified)
-4 | CNC[C@H]1Oc2cc(Br)ccc2S(=O)(=O)N([C@@H](C)CO)C[C@@H]1C
-4 | Cc1ccc(S(=O)(=O)N2CC(O)C[C@H]2C(=O)OCC(=O)N2CCN(c3ccc(F)cc3)CC2)cc1C (stereo partly specified)
-6 | COc1cccc(/C=C/C(=O)N2CCN(S(=O)(=O)c3ccccc3)CC2)c1
-5 | O=C(NC1CCCC1)N[C@@H]1CC[C@@H](CC(=O)N2CCOCC2)O[C@@H]1CO
-6 | CCOC(=O)C1=NS(=O)(=O)NC(C)=C1
-5 | CCCCNC(=O)C1c2ccccc2OCC(=O)N1CCc1ccc(OC)c(OC)c1 (stereo unspecified)
-9 | O=NN(Cc1cccnc1)Cc1cccnc1
-6 | COC(=O)[C@]12CCCCC=C1N(Cc1ccco1)C(=O)[C@H](CC(=O)NCc1ccccc1)C2
-6 | O=C(C(=O)N1CCN(c2ccncc2)CC1)c1cccc(Br)c1
-3 | O=S(=O)(CCN1CCCCC1)CCS(=O)(=O)CCN1CCCCC1
-6 | COc1ccc(S(=O)(=O)N(C)C[C@H]2Oc3ncc(Br)cc3C(=O)N([C@@H](C)CO)C[C@@H]2C)cc1
-4 | Cc1cccc2nc(-c3ccccc3)c(-c3ccc(CN4CCC5(CC4)CNc4ccccc45)cc3)nc12
-7 | COc1cccc(CN(C)C(=O)[C@@H](Cc2ccccc2)NC(=O)[C@H]2O[C@@H](n3ccc(=O)[nH]c3=O)[C@H](O)[C@@H]2O)c1
-7 | COc1ccc(C(=O)Nc2nc(CC(=O)NCc3c(F)cccc3F)cs2)cc1
-1 | CC(C)c1ccccc1NC(=O)C1CCCN(C(=O)c2ccc(Cl)cc2)C1 (stereo unspecified)
1 | C[C@@H]1CN([C@H](C)CO)C(=O)CCCn2cc(nn2)CO[C@H]1CN(C)S(=O)(=O)c1ccccc1C#N
-5 | CCn1nccc1NC(=O)c1csc([C@@H]2O[C@H](CO)[C@H](O)[C@H](O)[C@H]2O)n1
-7 | O=C(NCc1cccnc1)c1ccc(-c2ccc(F)c(F)c2)c2ccoc12
-5 | CCc1nc2c(OCCC3CCCCC3)cccn2c1N(C=O)Cc1ccccc1

# 4 of the compounds above, with tabs:
SMILES	GalR3 antagonist
O=S(=O)(CCN1CCCCC1)CCS(=O)(=O)CCN1CCCCC1	-3
CCn1nccc1NC(=O)c1csc([C@@H]2O[C@H](CO)[C@H](O)[C@H](O)[C@H]2O)n1	-5
O=NN(Cc1cccnc1)Cc1cccnc1	-9
C[C@@H]1CN([C@H](C)CO)C(=O)CCCn2cc(nn2)CO[C@H]1CN(C)S(=O)(=O)c1ccccc1C#N	1

# Continued:
GalR3 antagonist | smiles
5 | Cn1cc(-c2csc(C(C)(O)c3cccc(F)c3)n2)cn1 (stereo unspecified)
-6 | COc1ccc(Cn2cc(CN3CCOCC3)nn2)cc1
-8 | CC(=O)C1(C)C(=O)N(c2ccc(F)cc2)C(=O)N1c1ccc(F)cc1 (stereo unspecified)
-2 | N#CC(=Cc1ccncc1)c1ccccc1
-5 | COc1cc(C2c3cc4c(cc3C(O)C3COC(=O)C23)OCO4)cc(OC)c1OC (stereo unspecified)
-7 | Cc1ccc(-c2nc3ccc(C)cn3c2Cc2ccccc2C(F)(F)F)cc1
-4 | CCOC(=O)N1CCN(C(=O)C[C@@H]2C[C@@]3(C(=O)OCC)CCC=C3N(Cc3ccccc3)C2=O)CC1
6 | COc1ccc(C=CC(=O)c2ccc(OC)c(OC)c2)cc1O
-6 | Cc1ccc(Cl)cc1N1C(=O)CC(Sc2ccccc2N)C1=O (stereo unspecified)
-12 | COC(=O)c1ccc2nc(-c3ccccc3)c(Cc3ccc(C)cc3)n2c1
-8 | Cc1nc(N2CCN(S(=O)(=O)c3cccs3)CC2)c2c(-c3ccccc3)c(C)sc2n1
-3 | CS(=O)(=O)Nc1cccc(NC(=O)c2ccc(-n3ccnc3)c3ccoc23)c1
-7 | Cc1ccc2c(C)c(C)c(=O)n(C)c2c1
-2 | Nc1nc2ccc(Br)cc2s1
-4 | CC12CCC(/C(=C/NNc3ccc([N+](=O)[O-])cc3[N+](=O)[O-])C1=O)C2(C)C (stereo unspecified)
-2 | c1ccc(-c2cn3ccccc3n2)cc1
-6 | CN(C)C(=O)CCc1ccc2c3c([nH]c2c1)[C@]1(C)[C@@H](C(=O)N2CCCCC2)C[C@H](CC(=O)NCCCn2ccnc2)C(=O)N1CC3
-1 | CCC(=O)N1Cc2cc(C(=O)Nc3nccs3)nc(-c3cccc(-c4ccccc4OC)c3)c2[C@@H]1CCO
-2 | Cc1ccccc1S(=O)(=O)N(C)C[C@H]1OCc2cn(nn2)CCCC(=O)N([C@@H](C)CO)C[C@@H]1C
6 | CC(C)(C)S(=O)N1Cc2cc(=O)n(Cc3ccccc3)cc2[C@H]1CCO (stereo partly specified)
-6 | CC(c1nc2ccccc2c(=O)[nH]1)N1CCN(S(=O)(=O)c2ccc(F)c(Cl)c2)CC1 (stereo unspecified)
-2 | O=S1(=O)C=C[C@H](COCc2ccccc2)N1
-4 | COC(=O)[C@H]1C[C@H](OC(=O)NC2CC2)[C@@]2(O)CN(S(=O)(=O)c3ccc(C)cc3)CC2[C@H]1C(=O)OC (stereo partly specified)
6 | COCCNC(=O)c1cc2c(c(-c3cccc(C#Cc4ccc(OC)c(OC)c4)c3)n1)[C@H](CCO)N(S(=O)C(C)(C)C)C2 (stereo partly specified)
-7 | O=C(CC[C@H]1O[C@@H](n2ccc(=O)[nH]c2=O)[C@H](O)[C@@H]1O)N[C@@H](Cc1ccccc1)C(=O)NCC1CCCCC1
-5 | CCOC(=O)C1Oc2ccccc2C(c2ccc(C)cc2)=C1C(=O)OC (stereo unspecified)
-5 | CC(=O)Nc1ccc(C(C)=NNC(=O)C2CCCC2)cc1
-4 | CCOC(=O)C1=CCN(S(=O)(=O)c2ccccc2)C1c1ccccc1 (stereo unspecified)
-5 | CCOC(=O)C1=C[C@@H](C(C)C)N(S(=O)(=O)c2ccc(C)cc2)[C@H]1c1ccccc1F
-4 | CCCCc1c(-c2ccccc2OC)ncn1Cc1ccc(F)c(F)c1
-7 | Cc1cc(-c2ccncc2)n2ncc(-c3ccccc3)c2n1
-6 | CCN(CC)CCCC(C)Nc1nccc2cccc(Cl)c12 (stereo unspecified)
-5 | O=C(CS(=O)(=O)c1ccccc1)CS(=O)(=O)c1ccccc1
-8 | CN(C)c1ccc(CNC(=O)C2Cc3c(-c4ccccc4Oc4ccccc4)ccnc3O2)cc1 (stereo unspecified)
-2 | Cc1ccc(CN2C(=O)C(F)(F)Oc3ccccc32)cc1
-6 | Clc1cccc(Cc2c(-c3cccc(Br)c3)nc3ccc(Br)cn23)c1
-3 | COc1cccc(C(O)c2nc(-c3cccc(C(F)(F)F)c3)cs2)c1 (stereo unspecified)
-5 | COCCCN1C(=O)C(CC(=O)NCCCN(C)C)CC(C(=O)N(C(C)C)C(C)C)=C1C (stereo unspecified)
-6 | CC(C)C[C@H]1COc2cccc(N3CCC[C@H]3CO)c2S(=O)(=O)N1
2 | COc1ccc(NC(=O)C2(C)CCN2Cc2ccc(OC)c3ccccc23)cc1OC (stereo unspecified)
-7 | OCC(O)C1OC(c2ccco2)OC(CO)C1O (stereo unspecified)
-5 | CSc1ccc(CN2CCC2(C)C(=O)Nc2ccc3c(c2)OCO3)cc1 (stereo unspecified)
3 | Cc1cccc(C)c1NC(=O)C1c2ccccc2OCC(=O)N1C1CC1 (stereo unspecified)
-8 | CCCC(=O)OC[C@H]1CN(C2CCCC2)S(=O)(=O)c2c(Oc3ccccc3)cccc2O1
-6 | O=C(CNC(=O)C12CC3CC(CC(C3)C1)C2)N1CCCC(C(F)(F)F)C1 (stereo unspecified)
-7 | NC(CCc1ccccc1)c1csc(NC(=O)Nc2cccc(C(F)(F)F)c2)n1 (stereo unspecified)
-7 | COC(=O)[C@]12C[C@H](CC(=O)NCC3CCCCC3)C(=O)N(Cc3ccccc3)C1=C[C@H](C(C)C)O[C@@H]2C1CC1
-3 | COc1cc(OC)c2c(-c3cccc(-c4ccc(OC)c(F)c4)c3)cc(=O)oc2c1
-4 | O=S1(=O)c2ccc(Br)cc2N2CCC[C@@H]2CN1Cc1ccc(Cl)cc1
-2 | CSc1nc(S(C)(=O)=O)nc2[nH]c(=O)[nH]c12
-6 | COc1ccc(S(=O)(=O)N2CCCCC2c2cc(C(=O)Nc3ccccc3)no2)cc1 (stereo unspecified)
-5 | C[C@H]1CN([C@@H](C)CO)S(=O)(=O)c2ccc(C#Cc3ccccn3)cc2O[C@H]1CN(C)Cc1ccc(F)cc1
0 | CCOC(=O)c1cc(=O)nc(N)s1
-4 | CC(C)Oc1cc(F)ccc1-c1cc(C(=O)NCc2ccccc2)[nH]n1
-8 | CC(C)Nc1nc(Nc2ccccc2Cl)c2sccc2n1
1 | Cc1sc(NC(=O)CSc2n[nH]c(N)n2)c(C#N)c1C
0 | COC(=O)[C@]12C[C@H](CC(=O)N3CCCC3)C(=O)N(Cc3ccccc3)C1=C[C@H](C(C)(C)C)O[C@@H]2C
4 | CC1(C(=O)NS(=O)(=O)c2ccccc2Cl)CCN1C(=O)Cc1cccc2ccccc12 (stereo unspecified)
2 | Cc1nc2ccc(C(=O)Nc3ccc4c(c3)OCC(=O)N4)cn2c1N(C)C(=O)CCc1ccccc1
0 | O=C(NCc1ccc(F)cc1F)[C@@H]1CCCN1C(=O)[C@@H]1CCCN1C(=O)c1cccs1

# 6 structures from above, sorted by count of non-hydrogen atoms, low to high:
GalR3 antagonist | smiles
0 | CCOC(=O)c1cc(=O)nc(N)s1
-7 | OCC(O)C1OC(c2ccco2)OC(CO)C1O (stereo unspecified)
-4 | CC(C)Oc1cc(F)ccc1-c1cc(C(=O)NCc2ccccc2)[nH]n1
-3 | COc1cc(OC)c2c(-c3cccc(-c4ccc(OC)c(F)c4)c3)cc(=O)oc2c1
-5 | COCCCN1C(=O)C(CC(=O)NCCCN(C)C)CC(C(=O)N(C(C)C)C(C)C)=C1C (stereo unspecified)
-8 | CN(C)c1ccc(CNC(=O)C2Cc3c(-c4ccccc4Oc4ccccc4)ccnc3O2)cc1 (stereo unspecified)

# Next section.
GalR3 antagonist | smiles
-5 | OC[C@@H]1CN(Cc2cccs2)C[C@H](n2cnc3c(NCc4ccc(F)cc4)ncnc32)O1
-9 | CCC(=O)N1CCCC(C)(C(=O)Nc2ccc3scnc3c2)C1 (stereo unspecified)
3 | CCCCOCCCNC(=O)C[C@H]1C[C@@]2(C(=O)OC)C(=C[C@H](C(C)(C)C)O[C@@H]2C)N(Cc2ccc3c(c2)OCO3)C1=O
-4 | CNC(=O)c1nn(C)c(=O)[nH]c1=O
-4 | O=P1(O)Cc2ccccc2-c2ccccc21
-4 | CC1(C(=O)Nc2ccc3c(c2)OCO3)CCN1C(=O)CC1CC1 (stereo unspecified)
-8 | CC(=O)NC1=CC(=C[N+](=O)[O-])C=C1O
-4 | COc1ccc(-c2noc(CCC(=O)N3CCN(c4cccc(Cl)c4)CC3)n2)cc1
-5 | NC(=O)c1cccc(Nc2nc(C(N)CCc3ccccc3)cs2)n1 (stereo unspecified)
-4 | CCCCNC(=O)C1(C)CCN1C(=O)c1ccc(OC)c(F)c1 (stereo unspecified)
-2 | CS(=O)(=O)c1ccc(C(=O)N2CCN(C(=O)c3ccco3)CC2)cc1
-8 | Nc1cc(N)nc(SCc2ccccc2Cl)n1
-7 | O=C(O)c1ccccc1C(=O)OC1CCCC2CCCC21 (stereo unspecified)
-7 | COc1cc(NC(=O)c2sc3ncn(CC(=O)N4CCCCC4C)c(=O)c3c2C)cc(OC)c1OC (stereo unspecified)
0 | CC[C@H](NC(=O)CC[C@H]1O[C@@H](n2cnc3c(NC(=O)c4ccccc4)ncnc32)[C@H](O)[C@@H]1O)c1ccccc1
-1 | CC(C)C[C@@H](CN)NC(=O)c1nc[nH]c1C(=O)N[C@@H](C)C(=O)CNC[C@H](C)NC(=O)c1nc[nH]c1C(=O)N[C@@H](C)C(=O)O
-2 | O=S1(=O)CC(N2CCN(CC3CC3)CC2)CN1Cc1ccc(F)cc1 (stereo unspecified)
-7 | Cc1ccc(S(=O)(=O)N(C)C[C@H]2OCc3cn(nn3)CCCC(=O)N([C@H](C)CO)C[C@@H]2C)cc1
-8 | CN(Cc1ccccc1)C(=O)c1cccc(NC(=O)Cc2ccc(NC(=O)C3CCCN(S(=O)(=O)c4cccc([N+](=O)[O-])c4)C3)cc2)c1 (stereo unspecified)
-7 | CC(=O)c1ccc2c(c1)N(Cc1ccccc1Cl)C(=O)C(C)S2 (stereo unspecified)
-1 | Cc1cc(C)nc(SCC(=O)NNS(=O)(=O)c2ccc(C#N)cc2)n1
